APEX1 inh = qHTS Assay for Inhibitors of the Human Apurinic/apyrimidinic Endonuclease 1 (APE1) | recombinant APE1, TAMRA/BHQ-2 abasic DNA cleavage fluorescence | DNA repair nuclease/redox regulator APEX1 (Homo sapiens), P27695 | Potency, µM (titrated, usually from 65.8 µM), without a hit: at the highest dose activity change, negative = inhibition, most hits filed as inhibitors | actives 0.35% (n = 350,000);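 also: potency is read from the fitted curve at half-maximal effect; plate controls were vehicle for no effect and reference inhibitor for full effect; nearly all actives have a fitted effect of over 55% in size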
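Enzyme (0.75 nM final) and test compound are incubated 15 min at room temperature before adding 50 nM quenched THF abasic-site duplex. Cleavage dequenches TAMRA, followed at 525/598 nm over three reads one minute apart.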
POLH inh = qHTS for Inhibitors of Polymerase Eta; recombinant Pol eta, fluorescent DNA replication assay; actives 1.2% (n = 390,000); Potency, µM (doses to about 114 µM), for inactives: at the top dose activity change, negative = inhibition, usual class: inhibitors; DNA polymerase eta (Homo sapiens), Q9Y253; also: potency is read from the fitted curve at half-maximal effect; % is scaled to controls: 0 for no effect and ±100 for the full control effect
Target sequence (Q9Y253 whole entry, looked up): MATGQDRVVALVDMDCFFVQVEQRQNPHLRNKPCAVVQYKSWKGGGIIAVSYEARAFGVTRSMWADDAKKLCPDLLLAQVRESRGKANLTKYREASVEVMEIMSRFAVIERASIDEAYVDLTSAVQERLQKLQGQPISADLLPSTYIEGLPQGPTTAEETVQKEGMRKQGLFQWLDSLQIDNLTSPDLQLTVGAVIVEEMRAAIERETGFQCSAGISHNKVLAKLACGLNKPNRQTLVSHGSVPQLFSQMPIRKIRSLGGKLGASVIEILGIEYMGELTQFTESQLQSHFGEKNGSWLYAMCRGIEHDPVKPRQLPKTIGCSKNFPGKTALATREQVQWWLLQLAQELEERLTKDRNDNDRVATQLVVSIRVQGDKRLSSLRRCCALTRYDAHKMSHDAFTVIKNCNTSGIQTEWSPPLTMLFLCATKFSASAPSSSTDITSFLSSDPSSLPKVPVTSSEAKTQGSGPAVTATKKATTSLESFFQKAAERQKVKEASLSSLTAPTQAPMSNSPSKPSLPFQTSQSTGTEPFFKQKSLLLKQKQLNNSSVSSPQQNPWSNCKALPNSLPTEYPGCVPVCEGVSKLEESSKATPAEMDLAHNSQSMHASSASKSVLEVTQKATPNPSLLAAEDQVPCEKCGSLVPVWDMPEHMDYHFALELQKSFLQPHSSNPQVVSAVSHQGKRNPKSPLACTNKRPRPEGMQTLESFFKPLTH
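Pol eta at 10 nM preincubated with compounds 15 min at room temperature; reaction started with fluorescent substrate (50 nM final) and read kinetically at 0 and 10 min.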
POLK inh = qHTS for Inhibitors of Polymerase Kappa; Potency, µM (titrated, usually from 107 µM), for the others: top-dose activity, negative = inhibition, most hits filed as inhibitors; DNA polymerase kappa (Homo sapiens), Q9UBT6; actives 0.53% (n = 400,000); purified Pol kappa, fluorescent DNA synthesis assay, 10 min; also: potency is read from the fitted curve at half-maximal effect; % is scaled to controls: 0 for no effect and ±100 for the full control effect
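Enzyme at 10 nM met test compounds for 15 min at room temperature. Substrate addition (50 nM final) began the reaction, which was monitored by fluorescence at 0 and 10 min.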
Pol beta inh = qHTS Assay for Inhibitors of DNA Polymerase Beta; Pol beta primer extension/strand displacement, fluorescence kinetic; Potency, µM (doses to about 114 µM), without a hit: at the top dose activity change, negative = inhibition, most hits filed as inhibitors; actives 1.3% (n = 340,000); AID 485314, 2010; also: potency is read from the fitted curve at half-maximal effect; % is scaled to controls: 0 for no effect and ±100 for the full control effect
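Reaction started by 50 nM substrate onto compound-treated Pol beta (10 nM, 15 min preincubation, room temperature); plates read at 0 min and 10 min. Normalized concentration-effect data fitted by four-parameter Hill equation.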
PGK inhibitor = qHTS Assay to Find Inhibitors of Phosphoglycerate Kinase | Phosphoglycerate kinase, glycosomal (Trypanosoma brucei brucei), P07378 | PGK/GAPDH coupled, Kinase-Glo luminescence, 60 min | Potency, µM (doses to about 57.5 µM), for inactives: at the highest dose activity change, negative = inhibition, actives largely listed as inhibitors | actives 0.043% (n = 380,000); also: potency is read from the fitted curve at half-maximal effect; % is scaled to controls: 0 for no effect and ±100 for the full control effect; nearly all actives have a fitted effect of over 60% in size
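Luminescent ATP detection (Kinase-Glo Plus) follows a 60-minute room-temperature incubation, with wells lacking PGK as controls. Buffer: 100 mM TEA (pH 7.6), 5 mM MgCl2, 0.01% Tween-20. Coupling enzyme GAPDH (100 nM final) supplies unstable 1,3-BPG in-well.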
BLM inh = qHTS Assay for Inhibitors of Bloom's syndrome helicase (BLM). RecQ-like DNA helicase BLM (Homo sapiens), P54132. recombinant BLM DNA unwinding, fluorescence dequenching. Potency, µM (series often up to 56.1 µM), for inactives: at the highest dose activity change, negative = inhibition, usual class: inhibitors. actives 0.2% (n = 350,000). AID 2528, 2010;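 also: potency is read from the fitted curve at half-maximal effect; plate controls were vehicle for no effect and no enzyme for full effect; nearly all actives have a fitted effect of over 35% in size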
Anesthetic bind = qHTS Assay for Identification of Novel General Anesthetics | Ferritin light chain (Equus caballus), P02791 | apoferritin/1-aminoanthracene competitive binding, fluorescence | Potency, µM (doses to about 77.5 µM), for inactives: top-dose activity change, negative = displacement, usual class: inhibitors | actives 0.074% (n = 350,000); also: potency is read from the fitted curve at half-maximal effect; % is scaled to controls: 0 for no effect and ±100 for the full control effect; nearly all actives have a fitted effect of over 20% in size
Target sequence (P02791 2-175 limits assumed): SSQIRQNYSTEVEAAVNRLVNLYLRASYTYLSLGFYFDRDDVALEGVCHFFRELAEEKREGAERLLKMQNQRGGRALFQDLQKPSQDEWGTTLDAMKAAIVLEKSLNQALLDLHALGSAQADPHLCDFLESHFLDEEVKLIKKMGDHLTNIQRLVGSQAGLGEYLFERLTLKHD
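10 uM apoferritin + 50% sat. 1-AMA, PBS; cpd 10 min RT; Ex380/Em535 endpoint; normalized to free probe vs complex; 4-param Hill fit; propofol titration as pos. ctrl.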
RXFP1 antagonist = qHTS Assay for Antagonists of the Relaxin Receptor RXFP1; HEK293-RXFP1, relaxin-stimulated cAMP HTRF, 30 min; stronger effect = lower value; actives 0.59% (n = 350,000); activity change, negative = inhibition, % at 57.5 µM; Relaxin receptor 1 (Homo sapiens), Q9HBX9;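 active = activity change of -60% or lower, but not beyond a set lower limit; inconclusive = change between -60% and -40%, or beyond the set limit; inactive = change above -40%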; also: % is scaled to controls: 0 for no effect and ±100 for the full control effect
POLI inh = qHTS for Inhibitors of Polymerase Iota. Pol iota fluorescent replication assay, 10 min. Potency, µM (series often up to 115 µM), inactives show at the top dose activity, negative = inhibition, most hits filed as inhibitors. actives 1% (n = 390,000); also: potency is read from the fitted curve at half-maximal effect
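Pol iota at 10 nM preincubated 15 min with compounds at room temperature; reaction started with fluorescent substrate, 50 nM final. Fluorescence read kinetically at 0 and 10 min; buffer-only wells as negative control.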
The depositor's hits bear a star; i = inactive; ? = inconclusive; nt = not tested or not shown; & = joins results of further samples; [ ] = remark or other dose. Unless noted, calls follow the shape of the dose curve; as a rule, active = well fitted curve in the direction sought with a large enough effect; inconclusive = small, poorly fitted or top-dose-only effect, or another doubt; inactive = no such curve, though single readings can be large; an effect the other way counts as inactive or inconclusive. Some of the compounds tested; count on the stated rates, not on these rows.

SMILES | APEX1 inh | POLH inh | POLK inh | Pol beta inh | PGK inhibitor | BLM inh | Anesthetic bind | RXFP1 antagonist | POLI inh
Cc1oc(-c2cccc3ccccc23)nc1CN1CCC[C@H]1CO | -2% | -16% | 3% | -1% | -9% | -5% | -13% | 1 | 32%
Cn1c(=O)n(-c2ccccc2)c(=O)c2c3c(sc21)COC(C)(C)C3 | 0% | -11% | -16% | 5% | -3% | -1% | -9% | -2 | 23%
CCc1nc(N2CCN(C(C)=O)CC2)c2c3c(sc2n1)CCCC3 | -4% | -12% | -5% | -2% | -8% | 0% | -2% | -2 | 43%[activator]
CC(C)(O)C(=O)N/N=C\c1ccc(OC/C=C/c2ccccc2)cc1 | 16% | -5% | 6% | 5% | -7% | -6% | -10% | -3 | -8%
c1ccc(Nc2cccc(Nc3ccccc3)n2)cc1 | 1% | -2% | -24% | 4% | -9% | -12% | ? | 5 | ?
COc1cc(C(=O)NCCc2nc3ccccc3n2C)cc(OC)c1OC | -7% | 1% | -4% | 28% | 6% | -9% | -8% | -2 | -6%
NS(=O)(=O)c1ccc(CCNC(=O)COC(=O)CCc2c[nH]c3ccccc23)cc1 | -2% | -3% | -13% | nt | -7% | nt | nt | -17 | 6%
CCC(C)(C)NC(=O)C(c1ccccn1)N(C(=O)c1csnn1)c1ccc(C)c(C)c1 (stereo not given) | -3% | 3% | -20% | 0% | 5% | -8% | -11% | -1 | 5%
Cc1ccccc1-c1nc2c(s1)CCc1onc(-c3ccc(Cl)cc3)c1-2 | 9% | -4% | -10% | nt | -6% | nt | nt | nt | 5%
C[C@H](CCC(=O)O)[C@H]1CC[C@H]2[C@@H]3[C@H](O)C[C@@H]4C[C@H](O)CC[C@]4(C)[C@H]3C[C@H](O)[C@]12C | 11%&-7%&-7% | -12%&-15%&-11% | 12%&-7%&-12% | 1% | -11%&-8%&-1% | -5% | -22% | nt | 60%&-2%&17%[activator]
CCC(C)NC(=O)c1cnn(-c2cccc(F)c2)c1-n1cccc1 (stereo not given) | nt | -13% | -7% | 7% | -10% | 0% | -16% | -19 | 17%
COCCNS(=O)(=O)c1cccc2cccnc12 | 2% | -13% | -11% | ? | -9% | 3% | -5% | nt | 12%
Cc1c(C(=O)N/N=C/C(C)C)[nH]c2ccc([N+](=O)[O-])cc12 | 13% | -23% | -5% | 31% | -1% | 4% | -3% | -19 | 95%[activator]
COCCCn1c(SCC(=O)NC2CCCC2)nnc1-c1ccccc1 | 27% | -18% | -9% | 56% | -2% | -11% | -6% | 0 | 144%[activator]
CCC(c1nnnn1C1CCCCC1)N1CCN(C2CCCC2)CC1 (stereo not given) | -6% | -18% | -3% | 2% | 0% | -7% | -7% | -7 | -2%
Cc1cccc(C)c1NC(=O)CNC(=O)Cn1nc(C)c(C)c(C#N)c1=O | -1% | 2% | -12% | nt | 2% | nt | nt | 3 | 106%[activator]
Clc1ccc(-c2c[n+](Cc3cccc(Cl)c3)c3n2CCC3)cc1 | 5% | -7% | 0% | 16% | -8% | -7% | -11% | -6 | 7%
O=c1c2ccccc2nc(-c2ccc(Cl)cc2)n1C1CCS(=O)(=O)C1 (stereo not given) | nt | 1% | -4% | nt | 9% | nt | nt | -12 | 8%
O=C(O)C1CCc2nc(NCc3ccccc3)nc(NCc3ccccc3)c2C1 (stereo not given) | nt | -16% | -13% | nt | -3% | nt | nt | 4 | 7%
Cn1c(C(C#N)/C(=N\S(=O)(=O)c2cccs2)c2ccccc2)nc2ccccc21 (stereo not given) | -1% | 4% | -8% | 2% | nt | 1% | -9% | 23 | -9%
COc1ccc(/C=C/C(=O)c2ccc(C(=O)/C=C/c3ccc(OC)c(OC)c3)cc2)cc1OC | 7% | -5% | -18% | 4% | -4% | -8% | 7% | 0 | ?
CN(C(=O)CSc1nc2ccc(NC(=O)COc3ccc(Cl)cc3)cc2s1)c1ccccc1 | nt | -13% | 10% | 27% | 3% | -7% | 2% | nt | 22%
Cc1c(NC(=O)COC(=O)c2ccc(Cl)nc2)c(=O)n(-c2ccccc2)n1C | 18% | -3% | 3% | nt | -11% | nt | nt | 10 | -5%
Cc1cccc(C(=O)N2CCC(c3nc4ccccc4s3)CC2)c1 | 3% | -9% | 5% | -1% | i | -3% | -12% | -2 | 40%
CCN(CC)S(=O)(=O)C1CCS(=O)(=O)C1 (stereo not given) | 15% | -2% | -7% | 6% | i | -2% | 5% | 4 | 17%
COc1cccc(NC(=O)CN(C)CC(=O)Nc2ccc(C)cc2Cl)c1 | -1% | -18% | 4% | -1% | 0% | -8% | 0% | -9 | 73%[activator]
O=Cc1ccc(-c2cccc([N+](=O)[O-])c2)o1 | 19% | -19% | -9% | -2% | -1% | -2% | -9% | -3 | -15%[58.9 µM]
COc1ccc(S(=O)(=O)N2CCC(C(=O)Nc3nnc(CCN4CCCCC4)s3)CC2)cc1 | -3% | -9% | -4% | 5% | i | 6% | -10% | -7 | -1%[58.9 µM]
CCN1CCCC1CNCC(O)COc1ccc(C(C)(C)C)cc1C (stereo not given) | -4% | -25% | -9% | 30% | 0% | 0% | ? | -20 | 148%[activator]
O=C(NNC(=O)C1CCCO1)c1ccc([N+](=O)[O-])cc1 (stereo not given) | 23%[12.4 µM] | 3% | -5% | 3% | 10% | 0% | 4% | -6 | 8%
CCN(CCO)Cc1csc2ccc(Br)cc12 | -2% | -22% | -3% | -24% | i | 54%[activator] | ? | -23 | -15%
CCCCC(=NCCc1c(C)[nH]c2ccc(OC)cc12)C1=C(O)CC(c2ccccc2)CC1=O (stereo not given) | -6% | -16% | -4% | 18% | -9% | -15% | -4% | -22 | 178%[activator]
COC(=O)C1(Cc2ccc3c(c2)CCC3)Cc2ccc3c(c2C1=O)CCC3 (stereo not given) | nt | -23% | -10% | nt | -7% | nt | nt | -30 | -7%
COc1ccc(C(=O)NC(=S)N2CCN(c3ccc([N+](=O)[O-])cc3)CC2)cc1 | 0% | ? | -7% | 18% | -12% | -4% | -17% | -24 | -10%
CC(C)c1onc(-c2c(Cl)cccc2Cl)c1COc1ccc(/C=C/c2cccc(C(=O)O)c2)c(Cl)c1 | -5% | nt | 30µM* | nt | nt | 32µM* | ? | nt | nt
CCN(CC)CCNc1oc(-c2ccccc2)nc1S(=O)(=O)c1ccccc1 | -5% | -2% | 1% | nt | i | nt | nt | 4 | 15%
CCOC(=O)c1sc(Nc2nc(OC)cc(OC)n2)nc1C | 25% | 10% | -3% | 3% | 5% | 1% | -1% | -8 | 87%[activator]
COc1ccc(N2CCN(C3CCCN(C(=O)CN4CCCC4=O)C3)CC2)cc1 (stereo not given) | 25% | -19% | -4% | 9% | -10% | 2% | -11% | 7 | 52%[activator]
Cc1ccc(S(=O)(=O)NC(=O)Nc2nnc(C)s2)cc1 | 5% | -9% | 7% | 1% | i | 1% | -5% | -14 | -3%
O=C(O)c1[nH]c2ccccc2c1C(c1cccc(O)c1)c1c(C(=O)O)[nH]c2ccccc12 | -5% | -3% | -57% | 4% | 0% | 5% | 11% | 4 | ?

Some entries already given with just Anesthetic bind:
| molecule | Anesthetic bind |
| --- | --- |
| Cc1ccc(S(=O)(=O)NC(=O)Nc2nnc(C)s2)cc1 | -5% |
| O=C(O)c1[nH]c2ccccc2c1C(c1cccc(O)c1)c1c(C(=O)O)[nH]c2ccccc12 | 11% |

(list continues)
SMILES | APEX1 inh | POLH inh | POLK inh | Pol beta inh | PGK inhibitor | BLM inh | Anesthetic bind | RXFP1 antagonist | POLI inh
CCCCCCNCC1OCc2ccccc2CO1 | 1% | -18% | -10% | -1% | -2% | 1% | -2% | -4 | -2%
COC(=O)CN1C(=S)N(C)C(=O)/C1=C/c1cccs1 | -3% | -22% | 7% | 7% | -6% | 1% | -21% | -7 | 7%
COc1cc(NC(=O)CSCc2ccc(Cl)cc2)c(C(=O)O)cc1OC | 11% | -23% | -3% | 5% | -8% | -2% | 0% | 3 | 0%
COc1ccc(CCNC(=S)NC(=O)c2ccccc2)cc1C | -4% | -14% | -12% | 1% | 6% | -12% | 5% | 13 | ?
O=C(NC(Cc1ccccc1)C(=O)N1CCN(c2ccccn2)CC1)c1ccco1 (stereo not given) | 3% | -7% | -8% | 2% | -1% | -7% | -7% | -13 | 1%
Cc1cccc(-n2cnc(C(=O)NNC(=S)Nc3ccccc3)c2)n1 | 1% | -17% | 3% | 12% | -8% | -7% | -12% | -7 | 38%[activator]
Cc1cnc(=O)[nH]c1SCC(=O)Nc1cc(C(F)(F)F)ccc1Cl | nt | -22% | -5%[60.1 µM] | 12% | 8% | 1% | -3% | nt | 7%
Nc1nc(COc2ccc3ccccc3c2)cs1 | 15% | -6% | -19% | -9% | -10% | -8% | ? | 19 | -2%
Cc1cc(C)n2c(SCC(=O)Nc3cc(C)on3)nnc2n1 | 11% | 4% | 3% | 4% | i | 3% | 0% | -1 | 26%
Cc1ccc2nc(NCc3ccc(F)cc3)c3nncn3c2c1 | 0% | 11%&-13% | -1%&14% | 17%&4% | 1%&-3% | -4%&0% | 5%&-6% | 5&-13 | 6%&15%
CC(C)NS(=O)(=O)c1ccc(OCC(=O)Nc2ccc3c(c2)OCO3)c(Cl)c1 | -1% | -19% | -4% | 22% | 4% | -8% | -22% | -4 | 28%
CCN(CC)S(=O)(=O)c1ccc(C)c(NC(=S)NC2CCCCC2)c1 | -3% | 1% | -19% | 4% | 3% | -5% | -18% | 5 | 3%

Assay outcomes: PubChem BioAssay, National Center for Advancing Translational Sciences (NCATS)
